Screening data (PubChem BioAssay)
All columns: NCI-60 one-dose screen, growth in % after 48 h at 10 µM unless noted; 100 = growth as untreated, 0 = no growth, -100 = all killed.
UACC-257: UACC-257 melanoma; 78,000 compounds, 4.4% hits
MALME-3M: MALME-3M melanoma; 78,000 compounds, 5.8% hits; AID 1794766
SK-MEL-5: SK-MEL-5 melanoma; 80,000 compounds, 6.4% hits
SK-MEL-28: SK-MEL-28 melanoma; 81,000 compounds, 4.1% hits; AID 1794761
T-47D: T-47D breast cancer. 79,000 compounds, 5% hits. AID 1794792
LOX IMVI: LOX IMVI melanoma; AID 1794757; 79,000 compounds, 7.4% hits
HS 578T: HS 578T breast cancer | 78,000 compounds, 4.1% hits | AID 1794788
SK-MEL-2: SK-MEL-2 melanoma. 77,000 compounds, 4.7% hits
* marks the source's active call; other numbers are inactive results; · = not tested or not shown; [ ] = dose if it differs, or a comment. Rule for the calls: active = growth percent below 10; inactive = the rest.

SMILES	UACC-257	MALME-3M	SK-MEL-5	SK-MEL-28	T-47D	LOX IMVI	HS 578T	SK-MEL-2
Cc1ccc(-c2nc3ccccc3o2)cc1NCc1cc(Cc2ccccc2)ccc1O	109.7	94.8	98.2	111.0	85.2	87.6	98.6	91.5
O=c1c(CCCC2CCCCC2)c[nH]c2ccccc12	56.2	72.9	19.6	85.5	95.8	85.4	·	90.2
CSc1nc2c(c(=O)[nH]1)C(c1ccc(Br)cc1)C1=C(N2)/C(=C/c2ccc(Br)cc2)CN(C)C1 (stereo not given)	86.4	94.4	65.0	100.3	82.4	72.4	84.4	85.5
CCCN1C2CCC1/C(=C\c1ccccc1)C(=O)/C2=C/c1ccccc1	52.2	60.1	80.3	95.0	55.2	68.2	92.9	63.4
COc1cc(-c2nc(Nc3nc4ccccc4s3)[nH]c(=O)c2C#N)cc(OC)c1O	102.3	118.1	105.8	110.0	102.5	105.7	107.3	104.9
COCCNC(=O)Cc1c(-c2ccc(OC)cc2)oc2c(OC)c3c(c(OC)c12)OCO3	117.3	105.3	98.4	107.3	99.0	99.5	96.6	115.9
FC(F)(F)c1cccc(I)c1	109.5	107.6	109.1	115.1	102.7	104.5	100.3	98.7
C=C1CC[C@H]2[C@@](C)(CCC3OC(c4ccc(OCc5cn(C6OC7COC(c8ccccc8)OC7C(O)C6NC(C)=O)nn5)cc4)OC[C@]32C)[C@@H]1/C=C/C1=CCOC1=O (stereo not given in full)	93.4	82.6	79.1	100.8	63.0	·	71.3	106.8
O=c1[nH][nH]c(-c2ccc(F)cc2)c1-c1nc2ccccc2s1	106.6	84.0	98.8	97.7	87.7	93.1	96.9	100.1
[O-][n+]1c2ccccc2[n+]([O-])c2c3ccccc3[nH]c21	-31.3*	110.1	73.5	117.2	2.2*	98.3	96.3	61.9
COC(=O)c1cc(N)nc2ccccc12	·	84.4	106.4	127.8	75.7	91.3	91.5	105.2
O=S(Cc1ccccc1)/C(=C/NC(=S)Nc1ccccc1)c1ccccc1 (stereo not given)	98.0	·	104.3	106.3	90.2	90.9	114.1	104.3
COC(=O)[C@]12CCC(C)(C)C[C@H]1C1=CC[C@@H]3[C@@]4(C)/C(=C/c5ccco5)C(=O)/C(=C\c5ccco5)C(C)(C)[C@@H]4CC[C@@]3(C)[C@]1(C)CC2	107.5	103.9	100.3	112.0	98.1	96.1	102.4	100.3
CC1=C[C@H]2c3c(c(O)c(O)c4oc5cc(O)ccc5c(=O)c34)[C@H](c3cc(O)c(O)c4oc5cc(O)ccc5c(=O)c34)[C@H]2C(C)(C)C1	62.7	60.8	·	46.9	18.1	16.2	22.4	44.8
NCCc1c[nH]c(=S)[nH]1	105.6	97.3	97.6	101.6	94.8	96.9	·	96.7
O=S(=O)(NCCNc1cc(-c2c(-c3cccc(O)c3)nc3sccn23)ccn1)c1ccc(Br)cc1	89.1	78.8	25.2	84.9	23.8	61.6	59.1	79.5
Cc1ccc(NC(=O)N/N=C/c2c[nH]c3ccccc23)c(C)c1	46.5	52.8	5.4*	47.8	46.7	-19.0*	20.4	20.5
Nc1nc(Nc2ccccc2SSc2ccccc2Nc2nc(N)nc(-c3cccs3)n2)nc(-c2ccsc2)n1	101.0	106.4	94.7	98.7	56.2	35.9	93.3	99.1
C[N+](C)(C)CCC#CC[N+]1(C)CCCC1	91.4	101.0	104.4	103.1	90.7	93.5	103.6	101.2
NNc1nc2nc(-c3ccccc3)cn2[nH]1	106.7	98.7	97.2	104.3	97.7	93.3	97.5	93.2
CCCCCCCCc1ccc(C(=O)Nc2cccc(P(=O)(O)O)c2)cc1	97.1	105.7	97.7	106.8	125.1	102.9	101.8	105.8
NS(=O)(=O)c1ccc(NC(=O)N2CCN(C(=O)Cc3ccc(Cl)cc3)CC2)cc1	109.0	98.4	104.7	106.4	100.8	99.9	110.0	102.1
C[N+](C)(C)CCOc1ccccc1Cc1ccccc1	108.1	106.9	89.1	106.9	96.3	94.3	95.4	109.5
N#Cc1cc(-c2ccnc(Nc3ccc(N4CCN(C5COC5)CC4)cc3)n2)ccc1OC1CCOCC1	86.3	78.8	50.9	87.4	52.8	42.6	20.2	84.9
Cc1cc(Nc2nc(-c3ccc(F)cc3)nc3ccccc23)n[nH]1	47.2	57.0	73.7	56.3	29.3	32.6	25.1	27.7

(cont.)
SMILES	UACC-257	MALME-3M	SK-MEL-5	SK-MEL-28	T-47D	LOX IMVI	HS 578T	SK-MEL-2
Oc1ccc(CCc2ccccc2)cc1	114.1	116.1	102.6	113.0	92.2	100.7	·	102.4
CC(C)(C)n1cc(-c2ccnc(NCCCNS(=O)(=O)c3ccc(C(F)(F)F)cc3)c2)c(-c2ccccc2)n1	90.8	92.5	82.8	103.3	58.7	55.6	86.4	91.5
C=CCC(CC=C)(C(=O)OCC)C(=O)OCC	111.9	109.8	111.6	108.8	107.4	·	97.7	120.6
CCn1cc(C(=O)O)c(=O)c2cc(F)c(N3CCN(C)CC3)cc21	94.2	100.1	102.8	103.9	105.3	93.4	102.2	113.4
CC(C)[N+](C)(CCOC(=O)C1c2ccccc2Oc2ccccc21)C(C)C	106.4	105.9	95.4	108.5	104.0	98.0	125.0	114.2
Brc1cncc(Br)c1	109.6	92.6	106.0	108.2	102.5	104.9	·	·
c1cc(NCCCCN2CCOCC2)c2ccc3c(ccc4c(NCCN5CCOCC5)ccnc43)c2n1	115.9	99.9	98.7	94.0	94.9	45.9	88.6	99.2
CSc1nc2c(c(=O)[nH]1)C(c1ccc3c(c1)OCO3)C1=C(N2)/C(=C/c2ccc3c(c2)OCO3)CN(C)C1 (stereo not given)	107.4	105.3	85.5	105.0	95.3	90.3	106.7	108.3
CCN1CCN(c2nc(-c3ccccc3)nc3oc(-c4ccccc4)nc23)CC1	108.5	103.3	99.9	103.8	102.3	·	105.7	107.0
COc1cnc2c(c1)C(=O)c1c-2n(CCCN2CCCC2)c(=O)c2cc([N+](=O)[O-])ccc12	-8.1*	-20.2*	-96.8*	29.3	24.5	-82.3*	35.1	13.8
CCOC(=O)c1cn2ncnc(Oc3ccc(NC(=O)NCCN4CCN(C)CC4)c(Cl)c3)c2c1C	-15.9*	28.3	47.6	13.3	25.5	66.2	74.3	91.9
COc1ccc(-n2c(SCc3cc(OC)c(OC)c(OC)c3)nc3ccc(C)cc3c2=O)cc1	77.3	59.7	54.9	74.0	67.8	63.0	77.7	64.8
CCCCCCCCCCCCCCCCCCOc1cccc(CC(=O)OCCC[N+](C)(C)C)c1	96.3	81.6	56.7	97.2	85.7	78.7	81.2	99.9
NC(=O)c1ccc(S(N)(=O)=O)cc1	94.7	85.6	103.1	112.2	88.0	89.6	109.9	85.6
Cc1c(C(=O)N[C@@H](Cc2ccccc2)C(O)C(=O)NCCc2ccccn2)[nH]c2ccccc2c1=O (stereo not given in full)	98.5	95.4	100.1	104.2	93.6	102.6	94.2	102.9
COC(=O)[C@@H](Cc1c[nH]c2ccccc12)NC[C@@H](O)CN1C(=O)/C(=C\c2cc(OC)c(OC)c(OC)c2)c2ccccc21	62.2	84.8	59.8	85.5	54.5	50.9	76.0	58.1
C/C(=N\NC(N)=S)c1ccc2cc3c(cc2c1)OCO3	97.5	113.0	68.6	106.7	58.7	101.9	65.0	98.7
C/C(=N\Nc1ccc(S(N)(=O)=O)cc1)c1ccc(N=Nc2c(Nc3ccccc3)[nH][nH]c2=O)cc1	5.6*	-65.9*	·	-54.1*	-30.8*	-41.2*	21.5	-51.9*
FC(F)(F)c1cn(CC2CNC2)c2ncnc(Cl)c12	85.6	121.7	99.5	103.9	102.4	101.7	105.2	102.5
CC1=C(C)C2C(=O)OC(=O)C2CC1 (stereo not given)	111.5	104.0	107.3	105.8	100.9	100.7	·	107.5
CCCC1SCC(C)(C)NC1=O (stereo not given)	91.2	109.2	101.4	115.5	100.2	87.6	104.7	104.1
CC1(C(Cl)(Cl)Cl)C=CC(=O)C=C1	99.7	99.9	106.0	109.3	92.2	96.3	97.5	·
CCCNCCOC(=O)c1ccc(OCC)c(N)c1	92.8	90.1	98.2	110.2	87.4	100.3	98.1	77.0
C=C(C)[C@@H]1CC[C@]2(C(N)=O)CC[C@]3(C)[C@H](CC[C@@H]4[C@@]5(C)C/C(=C/c6cccnc6)C(=O)C(C)(C)[C@@H]5CC[C@]43C)[C@@H]12	20.8[100 µM]	-19.7*[100 µM]	-61.9*[100 µM]	-8.4*[100 µM]	1.2*[100 µM]	-41.5*[100 µM]	25.5[100 µM]	-47.4*[100 µM]
COc1ccc(CC(C(=O)O)c2ccccc2)cc1 (stereo not given)	91.6	105.8	93.0	119.4	·	93.3	104.2	96.3

In the list so far, these contain a furan ring, fused or not:
SMILES	UACC-257	MALME-3M	SK-MEL-5	SK-MEL-28	T-47D	LOX IMVI	HS 578T	SK-MEL-2
COCCNC(=O)Cc1c(-c2ccc(OC)cc2)oc2c(OC)c3c(c(OC)c12)OCO3	117.3	105.3	98.4	107.3	99.0	99.5	96.6	115.9
COC(=O)[C@]12CCC(C)(C)C[C@H]1C1=CC[C@@H]3[C@@]4(C)/C(=C/c5ccco5)C(=O)/C(=C\c5ccco5)C(C)(C)[C@@H]4CC[C@@]3(C)[C@]1(C)CC2	107.5	103.9	100.3	112.0	98.1	96.1	102.4	100.3

3 entries from above, ordered by molar mass, descending.
SMILES	UACC-257	MALME-3M	SK-MEL-5	SK-MEL-28	T-47D	LOX IMVI	HS 578T	SK-MEL-2
CCOC(=O)c1cn2ncnc(Oc3ccc(NC(=O)NCCN4CCN(C)CC4)c(Cl)c3)c2c1C	-15.9*	28.3	47.6	13.3	25.5	66.2	74.3	91.9
CCCCCCCCc1ccc(C(=O)Nc2cccc(P(=O)(O)O)c2)cc1	97.1	105.7	97.7	106.8	125.1	102.9	101.8	105.8
NCCc1c[nH]c(=S)[nH]1	105.6	97.3	97.6	101.6	94.8	96.9	·	96.7

Additional records follow:
SMILES	UACC-257	MALME-3M	SK-MEL-5	SK-MEL-28	T-47D	LOX IMVI	HS 578T	SK-MEL-2
CC(C)c1ccc(C(=O)Nc2nc3ccc(O)cc3s2)cc1	25.9	26.3	-6.4*	26.5	·	-25.9*	72.3	78.0
Cc1cc(Br)cc(NC(=O)Cn2c(-c3cncs3)nc3ccccc32)c1	95.5	97.1	93.5	108.3	96.9	93.3	80.8	110.7
CCCCC(CC)CO (stereo not given)	99.2	97.7	99.5	106.0	98.1	98.5	101.8	106.0
CC(=O)N1N=C(c2ccc(Cl)cc2)CC1c1cn(-c2ccccc2)nc1-c1ccc([N+](=O)[O-])cc1 (stereo not given)	105.8	92.0	101.4	110.4	86.9	97.8	125.3	129.2
O=C(CN1CCN(c2cc(=O)[nH]c3ccc(F)cc23)CC1)N(c1ccccc1)c1ccccc1	105.7	100.4	100.0	111.4	97.4	101.1	100.8	106.1
CN(O)c1nc(N/N=C\c2ccccc2)nc(N2CCOCC2)n1	117.1	116.6	·	102.0	80.9	75.3	116.2	104.1
Cc1cc(=O)[nH]n1-c1c(N)cc(Cl)cc1Cl	107.3	104.6	106.4	106.8	110.0	95.3	114.7	107.5
CCCCCC(CCC)COC(=O)c1ccccc1 (stereo not given)	98.3	101.6	108.0	101.2	89.9	95.3	104.2	99.0
O=C(NCc1ccc(F)cc1)c1cn2cc(Cl)ccc2n1	106.6	102.4	103.8	116.4	98.7	107.2	106.2	110.5
Cn1c(O)c(/C=N/NC(=O)c2ccccn2)sc1=S	65.7	67.3	40.7	76.3	50.3	44.4	81.9	80.7
COc1cc(F)c(Cn2c(-c3c(F)cc(OC)cc3F)nc3c(C)cccc32)c(F)c1	86.6	88.8	79.2	107.2	74.2	96.7	89.8	84.9
c1ccc(CC[n+]2ccccc2)cc1	95.0	106.1	102.9	113.7	79.5	97.8	104.0	117.9
C/C(=N\NC(=O)c1ccc(S(N)(=O)=O)cc1)c1cc2cc(Br)ccc2oc1=O	103.6	88.7	97.0	98.2	91.0	97.6	98.2	107.8
C#C[C@@]1(O)[C@@H](CO)O[C@@H](n2cnc3c(-c4ccc(F)cc4)ncnc32)[C@@H]1O	115.7	103.2	103.1	105.7	97.0	95.7	98.4	101.6
CCCC(=S)N1CCN(c2ccccc2)CC1	95.0	116.5	129.3	106.3	98.0	106.0	110.8	122.3

Looked up by structure from above (7):
SMILES	UACC-257	MALME-3M	SK-MEL-5	SK-MEL-28	T-47D	LOX IMVI	HS 578T	SK-MEL-2
c1ccc(CC[n+]2ccccc2)cc1	95.0	106.1	102.9	113.7	79.5	97.8	104.0	117.9
O=C(CN1CCN(c2cc(=O)[nH]c3ccc(F)cc23)CC1)N(c1ccccc1)c1ccccc1	105.7	100.4	100.0	111.4	97.4	101.1	100.8	106.1
CCCCCC(CCC)COC(=O)c1ccccc1 (stereo not given)	98.3	101.6	108.0	101.2	89.9	95.3	104.2	99.0
O=C(NCc1ccc(F)cc1)c1cn2cc(Cl)ccc2n1	106.6	102.4	103.8	116.4	98.7	107.2	106.2	110.5
Cc1cc(=O)[nH]n1-c1c(N)cc(Cl)cc1Cl	107.3	104.6	106.4	106.8	110.0	95.3	114.7	107.5
Cn1c(O)c(/C=N/NC(=O)c2ccccn2)sc1=S	65.7	67.3	40.7	76.3	50.3	44.4	81.9	80.7
C#C[C@@]1(O)[C@@H](CO)O[C@@H](n2cnc3c(-c4ccc(F)cc4)ncnc32)[C@@H]1O	115.7	103.2	103.1	105.7	97.0	95.7	98.4	101.6
